High-throughput results (PubChem)
ASAP1 inh: blocks human ASAP1-stimulated Arf1 GTP hydrolysis; AID 624377; actives 0.19% (n = 360,000); GDP FP detection; inhibition, % at 16.5 µM; in the data active = inhibition above about 25%;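 also: 0% = vehicle with enzyme and substrate and 100% = no enzyme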
Tn7 DDE FP: DD(E)-Tn7 binding inhibition, primary FP screen. P02675. FP displacement of FITC-Tn7 peptide from fibrin DD(E); 0% = median of compound wells per plate. inhibition, % at 8.3 µM. actives 0.13% (n = 370,000). AID 720508;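 active = inhibition above the mean of compounds falling within the control limits plus 3 SD of them, cut at about 14% in these data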;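 also: 0% = plate median of compound wells and 100% = 10 µM Aha-Tn7 peptide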
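Assay system: Human clot-derived fibrin DD(E) complex | Buffer or medium: Tris/NaCl/CaCl2 buffer, pH 7.8 | Repeats: One replicate per compound | Benchmarks: Aha-Tn7 high control | Measure: % inhibition scaled between sample-field median and high-control FP | Schedule: 10 min plus 3 h, room temperature | Signal: Fluorescence polarization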
DDE Tn6 FP inh: inhibitors of Tn6 peptide binding to human fibrin DD(E); actives 0.21% (n = 370,000); P02675; inhibition, % at 8.3 µM; Fibrin DD(E) TRITC-Tn6 fluorescence polarization displacement;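 active = inhibition above a per-campaign cutoff: mean of compounds within control limits plus 3 SD, cut at about 15% in these data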;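 also: 0% = median of all compound wells on the plate and 100% = blocking peptide control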
ADAM17 inh: inhibits human ADAM17; P78536; recombinant ADAM17, EDANS/DABCYL FRET peptide cleavage; inhibition, % at 6.95 µM; actives 0.83% (n = 370,000);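 active = inhibition above the mean of compounds lying between control limits plus 3 SD, set per campaign, cut at about 8.5% in these data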;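 also: 0% = DMSO-only wells as the low control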
TDP2 inh: TDP2 (human) inhibition, absorbance primary screen | inhibition, % at 12.8 µM | recombinant TDP2, T5PNP hydrolysis, p-nitrophenol absorbance 415 nm | actives 0.34% (n = 370,000) | AID 720702;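 active = inhibition above the mean of all tested compounds plus 3 SD, set per campaign, cut at about 25% in these data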;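 also: 0% = DMSO with enzyme and 100% = buffer with substrate but no TDP2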
Target sequence (O95551 whole entry, looked up): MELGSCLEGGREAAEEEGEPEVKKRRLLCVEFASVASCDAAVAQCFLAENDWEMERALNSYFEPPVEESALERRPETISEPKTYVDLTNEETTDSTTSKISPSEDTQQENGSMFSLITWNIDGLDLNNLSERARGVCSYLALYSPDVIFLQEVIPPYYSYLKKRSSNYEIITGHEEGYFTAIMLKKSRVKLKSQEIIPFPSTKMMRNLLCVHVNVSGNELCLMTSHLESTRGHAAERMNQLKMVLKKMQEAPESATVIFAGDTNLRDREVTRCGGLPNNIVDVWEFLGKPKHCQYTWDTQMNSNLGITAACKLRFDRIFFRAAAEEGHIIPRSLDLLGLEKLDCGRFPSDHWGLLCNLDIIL
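Test system: Human TDP2 enzyme | Reagent: 5 mM T5PNP | Compound dosing: 12.8 µM single point, 1% DMSO | Incubation: Enzyme reaction with compound for 2 h at 37 °C | Technique: p-Nitrophenol epi absorbance | Read-out: % inhibition relative to enzyme-containing and enzyme-free wells | Benchmarks: High control without enzyme, low control DMSO plus TDP2 | Replicates: Singlicate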
proKLK7 act: activators of human kallikrein-7 zymogen; actives 0.9% (n = 370,000); purified proKLK7, EDANS-DABCYL substrate fluorescence; 100% is mature enzyme control, 0% vehicle; activation, % at 7 µM; AID 652039;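 active = activation above the mean of all tested compounds plus 3 SD, computed per campaign excluding outliers beyond control limits, cut at about 13% in these data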
Target sequence (P49862 whole entry, looked up): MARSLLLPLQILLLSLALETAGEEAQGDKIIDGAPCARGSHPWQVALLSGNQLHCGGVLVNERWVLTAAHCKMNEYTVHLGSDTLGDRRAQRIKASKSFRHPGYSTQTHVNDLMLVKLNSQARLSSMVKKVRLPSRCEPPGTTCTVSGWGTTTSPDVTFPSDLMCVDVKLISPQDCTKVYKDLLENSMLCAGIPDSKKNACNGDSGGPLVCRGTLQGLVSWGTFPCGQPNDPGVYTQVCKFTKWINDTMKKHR
PLCg1 inh: inhibitors of human phospholipase C gamma1; purified PLC-gamma1, fluorogenic substrate, fluorescence; inhibition, % at 12.2 µM; actives 0.84% (n = 370,000); in the data active = inhibition above about 9.5%
ARFGAP1 inhibitor: inhibits rat ARF GTPase activating protein 1; inhibition, % at 16.5 µM; Arfgap1-stimulated ARF1 GTP hydrolysis, GDP FP detection; actives 0.26% (n = 360,000); AID 651572;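 active = inhibition above a per-plate limit, mean inhibition of low control wells plus 3 SD, cut at about 25% in these data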;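 also: 0% = DMSO wells with enzyme and 100% = wells lacking Arfgap1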
Target sequence (Q62848 1-136 limits assumed): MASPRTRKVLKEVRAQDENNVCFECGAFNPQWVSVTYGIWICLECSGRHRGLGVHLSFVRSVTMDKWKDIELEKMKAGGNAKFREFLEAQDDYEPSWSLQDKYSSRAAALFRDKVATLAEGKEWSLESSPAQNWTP
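System: truncated rat Arfgap1 GAP domain / Medium: HEPES-based buffer, pH 7.5 / Also added: N-terminally truncated human ARF1-GTP substrate / Incubation: enzyme reaction 120 min at 25 °C after 20 min preincubation / Measured by: FP of antibody-bound GDP Alexa 633 tracer, ex 620/em 688 nm / Replicates: singlicate, each compound tested once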
ADAM10 inh: ADAM10 inhibition, QFRET primary screen. O14672. recombinant ADAM10, EDANS/DABCYL FRET peptide cleavage, 3 h. inhibition, % at 7 µM. actives 0.62% (n = 370,000);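 active = inhibition above a per-campaign cutoff equal to the mean of compounds falling between control-based bounds plus 3 SD, cut at about 20% in these data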;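 also: 0% = DMSO wells while the 100% control is not disclosed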
LEDGF integ inh: blocks HIV-1 LEDGF/p75-dependent DNA integration; TR-FRET IN-LEDGF/p75 DNA integration, Eu/Cy5; inhibition, % at 3.7 µM; actives 0.64% (n = 370,000); AID 743269;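 active = inhibition above the screen-wide mean plus 3 SD, cut at about 13% in these data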;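 also: signal is the Cy5 over europium emission ratio at 671 and 618 nm; 0% = plate median of compound wells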
Numbers without * were called inactive. This is a random part of the collection; 4.2% or so of the library scored in one or more.

How did O=C(c1ccc2ccccc2n1)N(CCO)Cc1ccccc1 do in these assays?
ASAP1 inh: 1; Tn7 DDE FP: 0; DDE Tn6 FP inh: 0; ADAM17 inh: 0; TDP2 inh: 3; proKLK7 act: -0.1; PLCg1 inh: 0; ARFGAP1 inhibitor: 5; ADAM10 inh: -6; LEDGF integ inh: 0

How did C=CCNC(=O)CC(=O)N/N=C/c1ccc(C(=O)OC)cc1 do in these assays?
ASAP1 inh: -7; Tn7 DDE FP: -1; DDE Tn6 FP inh: 1; ADAM17 inh: -4; TDP2 inh: 8; proKLK7 act: -0.3; PLCg1 inh: 2; ARFGAP1 inhibitor: -2; ADAM10 inh: -2; LEDGF integ inh: 3

Results for O=C(CN(C(=O)CNC(=O)c1ccco1)c1ccc(Cl)c(Cl)c1)NC1CCCCC1 ?
ASAP1 inh: -6; Tn7 DDE FP: -6; DDE Tn6 FP inh: 3; ADAM17 inh: 0; TDP2 inh: -14; proKLK7 act: -1.2; PLCg1 inh: 3; ARFGAP1 inhibitor: 3; ADAM10 inh: 4; LEDGF integ inh: 0

How did CC(NC(=O)Cn1cnc2c1c(=O)n(C)c(=O)n2C)c1ccccc1 (stereo not drawn) do in these assays?
ASAP1 inh: -4; Tn7 DDE FP: -7; DDE Tn6 FP inh: 7; ADAM17 inh: -6; TDP2 inh: -1; proKLK7 act: -0.2; PLCg1 inh: 1; ARFGAP1 inhibitor: -4; ADAM10 inh: -8; LEDGF integ inh: 1

Results for N#CC(C(=O)NC1CCCCC1)=C1CCCCCC1 ?
ASAP1 inh: 9; Tn7 DDE FP: -3; DDE Tn6 FP inh: -3; ADAM17 inh: 7; TDP2 inh: -7; proKLK7 act: 0.1; PLCg1 inh: 7; ARFGAP1 inhibitor: 8; ADAM10 inh: 6; LEDGF integ inh: 2

What do the screens show for `CCOC(=O)C1(C(N)=O)OC1(c1ccc(Cl)cc1)c1ccccc1Cl` (stereo not drawn)?
ASAP1 inh: -3; Tn7 DDE FP: 2; DDE Tn6 FP inh: -1; ADAM17 inh: -1; TDP2 inh: -1; proKLK7 act: -0.2; PLCg1 inh: 0; ARFGAP1 inhibitor: -7; ADAM10 inh: -9; LEDGF integ inh: 2

What do the screens show for `O=C(CN(CC1CCCO1)C(=O)CNS(=O)(=O)c1ccc(F)cc1)NC1CCCCC1` (stereo not drawn)?
ASAP1 inh: -13; Tn7 DDE FP: -7; DDE Tn6 FP inh: 1; ADAM17 inh: 1; TDP2 inh: -6; proKLK7 act: 0.2; PLCg1 inh: 1; ARFGAP1 inhibitor: 2; ADAM10 inh: 0; LEDGF integ inh: 3

How did O=C(COc1ccc(F)cc1)NCC1(N2CCOCC2)CCCCC1 do in these assays?
ASAP1 inh: -9; Tn7 DDE FP: 9; DDE Tn6 FP inh: 2; ADAM17 inh: -2; TDP2 inh: 3; proKLK7 act: -0.1; PLCg1 inh: 1; ARFGAP1 inhibitor: 6; ADAM10 inh: -17; LEDGF integ inh: -4

What do the screens show for `Cc1cc(C)c2c(=O)c3c(oc2c1)C(=O)N(CCO)C3c1cccc(O)c1` (stereo not drawn)?
ASAP1 inh: -15; Tn7 DDE FP: -2; DDE Tn6 FP inh: 10; ADAM17 inh: -5; TDP2 inh: -6; proKLK7 act: 0.5; PLCg1 inh: 0; ARFGAP1 inhibitor: 8; ADAM10 inh: -6; LEDGF integ inh: 2

How did O=C(NCCCNc1ccnc2cc(Cl)ccc12)c1ccccc1F do in these assays?
ASAP1 inh: -7; Tn7 DDE FP: -6; DDE Tn6 FP inh: 9; ADAM17 inh: -2; TDP2 inh: -8; proKLK7 act: 2.3; PLCg1 inh: 0; ARFGAP1 inhibitor: 3; ADAM10 inh: -12; LEDGF integ inh: -1

How did CCOc1cc(N2CCC(O)CC2)ccc1Nc1ncc2c(n1)N(C)c1ccccc1C(=O)N2C do in these assays?
ASAP1 inh: 8; Tn7 DDE FP: 2; DDE Tn6 FP inh: 1; ADAM17 inh: 5; TDP2 inh: -13; proKLK7 act: 0.2; PLCg1 inh: 5; ARFGAP1 inhibitor: -13; ADAM10 inh: 5; LEDGF integ inh: -2

How did O=C(CN1C(=O)/C(=C/c2ccccc2Cl)SC1=S)NC1C=CS(=O)(=O)C1 (stereo not drawn) do in these assays?
ASAP1 inh: 8; Tn7 DDE FP: -10; DDE Tn6 FP inh: 2; ADAM17 inh: 7; TDP2 inh: -3; proKLK7 act: 0.4; PLCg1 inh: -7; ARFGAP1 inhibitor: -11; ADAM10 inh: 6; LEDGF integ inh: 8

How did O=C(CN(Cc1ccc(F)cc1)C(=O)CNS(=O)(=O)c1ccccc1)NCc1ccco1 do in these assays?
ASAP1 inh: -16; Tn7 DDE FP: 1; DDE Tn6 FP inh: 1; ADAM17 inh: -3; TDP2 inh: 8; proKLK7 act: -0.4; PLCg1 inh: 0; ARFGAP1 inhibitor: -2; ADAM10 inh: -1; LEDGF integ inh: 1

What do the screens show for `O=C(NC1CC1)c1nc(Cn2cc([N+](=O)[O-])cn2)no1`?
ASAP1 inh: 6; Tn7 DDE FP: -1; DDE Tn6 FP inh: -13; ADAM17 inh: 1; TDP2 inh: 9; proKLK7 act: -0.5; PLCg1 inh: -1; ARFGAP1 inhibitor: 15; ADAM10 inh: -4; LEDGF integ inh: 2

What do the screens show for `O=C(N/N=C/c1ccc(O)cc1O)C1CC1`?
ASAP1 inh: -12; Tn7 DDE FP: 9; DDE Tn6 FP inh: -1; ADAM17 inh: -14; TDP2 inh: 5; proKLK7 act: -2.2; PLCg1 inh: -6; ARFGAP1 inhibitor: -1; ADAM10 inh: -36; LEDGF integ inh: -3

What do the screens show for `Cc1ccc(NC(=O)CSc2nccn2Cc2ccco2)c(C)c1`?
ASAP1 inh: 7; Tn7 DDE FP: -6; DDE Tn6 FP inh: 8; ADAM17 inh: 3; TDP2 inh: -14; proKLK7 act: -0.6; PLCg1 inh: 4; ARFGAP1 inhibitor: 11; ADAM10 inh: -1; LEDGF integ inh: 2

Results for COC(=O)c1c(NC(=O)CN2CCN(c3ccccc3OC)CC2)c2cc(C)ccc2n1C ?
ASAP1 inh: 8; Tn7 DDE FP: -8; DDE Tn6 FP inh: 2; ADAM17 inh: 1; TDP2 inh: -3; proKLK7 act: -0.2; PLCg1 inh: -2; ARFGAP1 inhibitor: 8; ADAM10 inh: 0; LEDGF integ inh: 0

How did COc1cc(CNCc2ccccn2)ccc1OCc1ccccc1Cl do in these assays?
ASAP1 inh: 10; Tn7 DDE FP: -3; DDE Tn6 FP inh: 5; ADAM17 inh: 1; TDP2 inh: -7; proKLK7 act: -0.3; PLCg1 inh: 4; ARFGAP1 inhibitor: -5; ADAM10 inh: 3; LEDGF integ inh: 2

What do the screens show for `c1ccc(N2CCN(c3ncnc4sc5c(c34)CCC5)CC2)cc1`?
ASAP1 inh: 6; Tn7 DDE FP: -2; DDE Tn6 FP inh: 0; ADAM17 inh: -4; TDP2 inh: -10; proKLK7 act: 0.0; PLCg1 inh: 0; ARFGAP1 inhibitor: -5; ADAM10 inh: -5; LEDGF integ inh: -7

What do the screens show for `CC(NC(=O)Cc1ccccc1)C(c1ccccc1)N1CCOCC1` (stereo not drawn)?
ASAP1 inh: 0; Tn7 DDE FP: 10; DDE Tn6 FP inh: 9; ADAM17 inh: 0; TDP2 inh: 5; proKLK7 act: -0.2; PLCg1 inh: -1; ARFGAP1 inhibitor: -15; ADAM10 inh: -13; LEDGF integ inh: -2

How did CCCCCOc1ccc(C(=O)N(Cc2ccco2)C2CCS(=O)(=O)C2)cc1 (stereo not drawn) do in these assays?
ASAP1 inh: 5; Tn7 DDE FP: -7; DDE Tn6 FP inh: -5; ADAM17 inh: 0; TDP2 inh: -7; proKLK7 act: -0.3; PLCg1 inh: -2; ARFGAP1 inhibitor: -8; ADAM10 inh: 6; LEDGF integ inh: 5

How did COc1ccc(CCNC(=O)Cc2ccc(OC)c(OC)c2)cc1OC do in these assays?
ASAP1 inh: 2; Tn7 DDE FP: 4; DDE Tn6 FP inh: -2; ADAM17 inh: -1; TDP2 inh: 0; proKLK7 act: 0.2; PLCg1 inh: 0; ARFGAP1 inhibitor: 2; ADAM10 inh: -18; LEDGF integ inh: -3

How did CCc1sc(/C=C(/C#N)C(N)=S)cc1[N+](=O)[O-] do in these assays?
ASAP1 inh: 7; Tn7 DDE FP: 1; DDE Tn6 FP inh: -1; ADAM17 inh: -2; TDP2 inh: 6; proKLK7 act: 0.1; PLCg1 inh: -1; ARFGAP1 inhibitor: 3; ADAM10 inh: 6; LEDGF integ inh: 0

What do the screens show for `C=CCn1c(O)c(C=Nc2ccc(Cc3ccncc3)cc2)c(=O)[nH]c1=S`?
ASAP1 inh: 2; Tn7 DDE FP: 8; DDE Tn6 FP inh: 6; ADAM17 inh: -3; TDP2 inh: -2; proKLK7 act: -0.6; PLCg1 inh: 1; ARFGAP1 inhibitor: 5; ADAM10 inh: -6; LEDGF integ inh: -1

Results for Cc1ccc(NC(=O)[C@H](Cc2c[nH]c3ccccc23)NC(=O)[C@@H]2Cc3ccccc3CN2)c(C)c1 ?
ASAP1 inh: 11; Tn7 DDE FP: 1; DDE Tn6 FP inh: -11; ADAM17 inh: -3; TDP2 inh: 8; proKLK7 act: -0.9; PLCg1 inh: 1; ARFGAP1 inhibitor: -5; ADAM10 inh: -14; LEDGF integ inh: 2

Results for N#Cc1sc2nc(-c3ccccc3)cc(C(F)(F)F)c2c1N ?
ASAP1 inh: -15; Tn7 DDE FP: 0; DDE Tn6 FP inh: 2; ADAM17 inh: 0; TDP2 inh: 4; proKLK7 act: 0.9; PLCg1 inh: -23; ARFGAP1 inhibitor: -7; ADAM10 inh: 0; LEDGF integ inh: -5

Part of the list above in order of count of non-hydrogen atoms, lowest first:
Results for N#Cc1sc2nc(-c3ccccc3)cc(C(F)(F)F)c2c1N ?
ASAP1 inh: -15; Tn7 DDE FP: 0; DDE Tn6 FP inh: 2; ADAM17 inh: 0; TDP2 inh: 4; proKLK7 act: 0.9; PLCg1 inh: -23; ARFGAP1 inhibitor: -7; ADAM10 inh: 0; LEDGF integ inh: -5

What do the screens show for `C=CCn1c(O)c(C=Nc2ccc(Cc3ccncc3)cc2)c(=O)[nH]c1=S`?
ASAP1 inh: 2; Tn7 DDE FP: 8; DDE Tn6 FP inh: 6; ADAM17 inh: -3; TDP2 inh: -2; proKLK7 act: -0.6; PLCg1 inh: 1; ARFGAP1 inhibitor: 5; ADAM10 inh: -6; LEDGF integ inh: -1

Results for Cc1ccc(NC(=O)[C@H](Cc2c[nH]c3ccccc23)NC(=O)[C@@H]2Cc3ccccc3CN2)c(C)c1 ?
ASAP1 inh: 11; Tn7 DDE FP: 1; DDE Tn6 FP inh: -11; ADAM17 inh: -3; TDP2 inh: 8; proKLK7 act: -0.9; PLCg1 inh: 1; ARFGAP1 inhibitor: -5; ADAM10 inh: -14; LEDGF integ inh: 2
